# Screening results as filed in PubChem BioAssay.
# Pf gametocyte – P. falciparum stage V gametocyte viability inhibition; P. falciparum stage V gametocytes, ATP luminescence, 24 h; inhibition, % at 10.9 µM; 0.065% of 150,000 active; AID 743093;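 active = inhibition above the mean plus 3 SD of compounds within the control limits, set per campaign, cut at about 38% in these data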;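 also: 0% = DMSO wells and 100% = medium only without gametocytes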
# Avidin bead fluor – avidin bead compound fluorescence profile; fluorescence (KMESF) at 10 µM; Avidin beads, compound fluorescence 488/530 nm, flow cytometry; active compounds read high; 0.38% of 220,000 active; in the data active = fluorescence above about 47; also: inactives centre near 10
# Rac1 wt modul – human Rac1 wildtype GTP binding, inhibitors and activators; P63000; GTP binding activity (% of control), % at 10 µM; 0.27% of 190,000 active; AID 757; GST-Rac1 beads, fluorescent GTP binding, flow cytometry; actives lie on both sides; 0 = cold GTP competed, 100 = untreated;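 active = GTP binding activity at least 20 points away from the 100% control level, either lower or higher; inconclusive = compound flagged as likely green fluorescent, judged across all proteins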
# Rab7 wt GTP bind – alters GTP binding to wildtype dog Rab7; GST-Rab7 beads, fluorescent GTP binding, flow cytometry; actives lie on both sides; untreated = 100%, excess cold GTP = 0%; GTP binding activity (percent of control), % at 10 µM; 0.055% of 190,000 active;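 active = fluorescent GTP binding to Rab7 beads changed by at least 20 points from the 100% baseline, either direction, mostly lower; inconclusive = compound itself probably fluorescent, or too few beads counted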;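 also: median green fluorescence of bound Bodipy-FL-GTP per Rab7 bead population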
# Mcl1-Noxa inh – Mcl-1/Noxa interaction inhibition | Q07820 | TR-FRET Mcl-1/Noxa peptide binding, 2 h | inhibition, % at 21.7 µM | 1.5% of 220,000 active;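 active = compounds that cut the protein-peptide binding signal by more than 50% relative to plate controls in a single-dose test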;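 also: His-tagged Mcl-1 with rhodamine Noxa BH3 peptide and terbium anti-His antibody; 0% = Mcl-1 plus Noxa peptide wells and 100% = peptide-only wells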
# ABCG2 inh – blocks JC-1 efflux by human ABCG2 transporter | IgMXP3 cells, flow cytometry | Q9UNQ0 | 0.1% of 190,000 active | inhibition, % at 6.6 µM | AID 1325;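 active = inhibition above 80%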;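 also: 0% = DMSO and 100% = nicardipine control wells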
# Target sequence (Q9UNQ0 whole entry, looked up): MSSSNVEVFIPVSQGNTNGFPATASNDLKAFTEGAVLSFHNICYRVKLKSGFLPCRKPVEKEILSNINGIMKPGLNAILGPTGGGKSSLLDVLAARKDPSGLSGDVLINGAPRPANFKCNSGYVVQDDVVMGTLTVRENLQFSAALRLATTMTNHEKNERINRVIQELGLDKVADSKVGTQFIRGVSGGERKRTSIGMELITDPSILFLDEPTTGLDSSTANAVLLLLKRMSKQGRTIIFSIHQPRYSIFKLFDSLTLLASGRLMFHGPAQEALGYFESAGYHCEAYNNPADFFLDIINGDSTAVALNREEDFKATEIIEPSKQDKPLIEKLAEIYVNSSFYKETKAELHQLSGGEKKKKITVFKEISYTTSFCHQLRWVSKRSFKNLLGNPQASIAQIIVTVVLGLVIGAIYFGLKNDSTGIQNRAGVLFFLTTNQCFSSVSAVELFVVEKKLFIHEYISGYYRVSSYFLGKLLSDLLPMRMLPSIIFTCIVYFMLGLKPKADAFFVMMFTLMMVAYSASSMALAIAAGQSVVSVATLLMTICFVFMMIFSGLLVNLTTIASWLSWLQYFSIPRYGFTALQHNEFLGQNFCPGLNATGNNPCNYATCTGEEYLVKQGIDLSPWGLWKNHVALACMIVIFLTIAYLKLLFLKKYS
#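 material = IgMXP3 (ABCG2) plus far-red-tagged CCRF-Adr (ABCB1) cells | amount = 3 million cells/mL, equal mix of both lines | also added = JC-1 transporter substrate | dosing = one concentration, 6.6 µM final | schedule = 10 min at 25 °C | measured by = flow cytometric JC-1 green MFI at 530 nm | read-out basis = percent efflux inhibition, scaled nicardipine 100% to DMSO 0%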
# HRas wt GTP – human HRas wildtype GTP binding, change in either direction; 0.14% of 190,000 active; GTP binding activity, % at 10 µM; AID 759; P01112; GST-Ras wt beads, Bodipy-FL-GTP binding, flow cytometry; actives lie on both sides;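 active = GTP binding activity at least 20% away from the 100% baseline, either lowered as inhibitor or raised as activator; inconclusive = flagged as likely green fluorescent, judged across all proteins in the well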;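 also: 0% = unlabeled GTP competition control and 100% = no-compound control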
# Target sequence (P01112 whole entry, looked up): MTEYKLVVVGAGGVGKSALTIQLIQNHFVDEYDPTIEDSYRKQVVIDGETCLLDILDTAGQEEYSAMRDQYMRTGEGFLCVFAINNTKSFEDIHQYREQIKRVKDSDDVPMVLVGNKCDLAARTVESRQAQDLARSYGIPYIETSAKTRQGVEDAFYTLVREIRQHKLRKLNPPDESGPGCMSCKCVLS
# ABCB1 inh – inhibitors of human ABCB1 transporter, ABCG2 counter-screen | 0.067% of 190,000 active | inhibition, % at 6.6 µM | CCRF-Adr cells, JC-1 efflux, flow cytometry | P08183 | AID 1326; in the data active = inhibition above about 40%;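 also: 0% = vehicle and 100% = reference inhibitor; higher value means more JC-1 retained so stronger ABCB1 efflux block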
# Cdc42 wt – modulators (inhibitors or activators) of GTP binding to human Cdc42 wildtype. GST-Cdc42 beads, Bodipy-GTP binding, flow cytometry; actives lie on both sides. P60953. percent activity (GTP binding), % at 10 µM. 0.2% of 190,000 active;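 active = percent activity GTP binding at least 20 points away from the 100% baseline, either down as inhibitor or up as activator; inconclusive = compound flagged as likely green fluorescent from well-wide comparison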;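 also: median bead fluorescence of bound Bodipy-FL-GTP at 100 nM; 0% = excess unlabeled GTP control and 100% = no compound control; below 100% means less GTP binding so inhibitor and above means activator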
# Target sequence (P60953 whole entry, looked up): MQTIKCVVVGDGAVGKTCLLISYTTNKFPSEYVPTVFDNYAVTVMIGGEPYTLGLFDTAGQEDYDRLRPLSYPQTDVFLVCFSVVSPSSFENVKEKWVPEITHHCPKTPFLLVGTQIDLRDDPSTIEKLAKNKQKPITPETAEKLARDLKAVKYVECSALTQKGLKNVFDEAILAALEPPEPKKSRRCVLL
# Rab2A wt mod – changes GTP binding to wildtype dog Rab2A, up or down | 0.19% of 190,000 active | GTP binding activity, % at 10 µM | GST-Rab2 wt beads, Bodipy-GTP binding, flow cytometry | AID 760;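 active = GTP binding activity at least 20 points away from 100%, either lowered or raised; inconclusive = signal likely due to the compound's own green fluorescence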;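 also: 0% = beads with excess unlabeled GTP and 100% = no-compound control corrected for plate trend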
# Rac1 mut GTP – modulators of GTP binding to human Rac1 activated mutant. GST-Rac1 activated beads, fluorescent GTP binding, flow cytometry; actives lie on both sides; 100% means binding = to untreated wells. P63000. AID 764. percent activity (GTP binding), % at 10 µM. 0.11% of 190,000 active;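 active = GTP binding at least 20 percentage points away from the 100% baseline, in either direction, so actives lie on both sides; inconclusive = Compound likely fluorescent itself, or too few beads counted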
# * hit, by the source's call; ? = inconclusive; . = no result given.
structure | Rab7 wt GTP bind | ABCG2 inh | Mcl1-Noxa inh | Pf gametocyte | Avidin bead fluor | Rac1 mut GTP | Rac1 wt modul | Cdc42 wt | Rab2A wt mod | HRas wt GTP | ABCB1 inh
CCN(CC)CC(=O)c1c[nH]c2ccccc12 | 96 | 4 | . | . | 10 | 94 | 90 | 96 | 97 | 98 | 0.8
O=C(CSc1ccc2nnc(CCNC(=O)c3ccccc3)n2n1)Nc1ccccc1 | 103 | 5 | 0 | -11 | 11 | 95 | 98 | 96 | 97 | 97 | 0.3
COCCn1c(SCC(=O)Nc2ccc(C)cc2C)nc2c(oc3ccccc32)c1=O | ? | 15 | -14 | . | 14 | ? | ? | ? | ? | ? | 2.6
Cn1cc(CCNC(=O)CC2C(=O)NCCN2Cc2cccc(Oc3ccccc3)c2)cn1 (stereo unspecified) | 103 | 0 | 15 | . | 12 | 94 | 98 | 97 | 98 | 98 | 0.5
COC(=O)c1c(NC(NC(C)=O)C(Cl)(Cl)Cl)sc2c1CCCC2 (stereo unspecified) | 97 | 5 | 3 | . | 20 | 97 | 103 | 100 | 100 | 100 | 1.1
Cc1cccc(OCC(=O)Nc2ccc(N3CCN(S(C)(=O)=O)CC3)cc2)c1 | 101 | 3 | 19 | . | 16 | 99 | 103 | 100 | 100 | 100 | 0.4
CCc1ccc(OCC(=O)NC(NC(=S)Nc2ccccc2OC)C(Cl)(Cl)Cl)cc1 (stereo unspecified) | 100 | 17 | 12 | -9 | 11 | 98 | 103 | 106 | 99 | 100 | 0.4
c1ccc2c(C3=NNC(=NC4CCCCC4)SC3)c[nH]c2c1 | 98 | -5 | 28 | 0 | 8 | 100 | 104 | 100 | 99 | 101 | -0.5
Nc1nncn1C(=O)c1ccccc1Cl | 96 | 0 | 6 | 15 | 6 | 96 | 100 | 99 | 98 | 101 | -0.1
CCOC(=O)c1sc(NC(=O)CCN2CC(C)OC(C)C2)c(C(=O)OCC)c1C (stereo unspecified) | 101 | 9 | -13 | . | 7 | 96 | 98 | 98 | 100 | 98 | 5.7

# Later entries
structure | Rab7 wt GTP bind | ABCG2 inh | Mcl1-Noxa inh | Pf gametocyte | Avidin bead fluor | Rac1 mut GTP | Rac1 wt modul | Cdc42 wt | Rab2A wt mod | HRas wt GTP | ABCB1 inh
CCOc1ccc(CCn2c(-c3ccco3)nc3ccccc3c2=O)cc1OCC | 100 | 23 | 15 | 14 | 37 | 100 | 103 | 103 | 102 | 102 | 3.7
COc1cccc(C(=O)Nc2ccc(S(=O)(=O)Nc3nccc(C)n3)cc2)c1 | 99 | 17 | 13 | -21 | 3 | 100 | 106 | 102 | 100 | 100 | 2.8
CC1CN(CC(=O)Nc2cc(S(=O)(=O)N3CCCC3)ccc2Cl)CC(C)O1 (stereo unspecified) | 92 | 7 | 22 | 15 | 13 | 96 | 96 | 97 | 96 | 96 | 1.9
CCCCc1ccc(NC(=O)OC)cc1 | 102 | 2 | -2 | . | 11 | 99 | 103 | 102 | 101 | 102 | 0.5
Cn1c(=O)c2c(nc(Sc3nc4ccccc4n3CC(=O)N3CCCCC3)n2C)n(C)c1=O | 95 | 1 | 10 | . | 20 | 97 | 98 | 96 | 98 | 99 | 1.1
O=C(O)CN(c1ccccc1)S(=O)(=O)c1cc(C(F)(F)F)cc(C(F)(F)F)c1 | 97 | 1 | -16 | -4 | 15 | 91 | 96 | 96 | 95 | 95 | -0.1
Cc1ccc(-c2csc(C3=C(O)CN(NC(=O)c4ccc([N+](=O)[O-])cc4)C3=N)n2)cc1 | 101 | -4 | 31 | -14 | 8 | 96 | 104 | 98 | 98 | 97 | -0.2
O=C1c2oc3ccccc3c(=O)c2C(c2cccc(O)c2)N1CCCN1CCOCC1 (stereo unspecified) | 102 | 0 | 0 | . | 6 | 98 | 105 | 104 | 103 | 103 | 0.2
O=C(Cn1cc2c(n1)CCCC2)N1CCc2ccccc21 | 103 | 3 | -6 | . | 6 | 101 | 109 | 102 | 100 | 103 | 0.8
COc1ccc(-c2nn(-c3ccccc3)cc2C(=O)n2nnc3ccccc32)cc1 | 103 | 1 | 9 | 8 | 12 | 101 | 109 | 106 | 105 | 103 | -0.2

# Additional results follow:
structure | Rab7 wt GTP bind | ABCG2 inh | Mcl1-Noxa inh | Pf gametocyte | Avidin bead fluor | Rac1 mut GTP | Rac1 wt modul | Cdc42 wt | Rab2A wt mod | HRas wt GTP | ABCB1 inh
COc1ccc(C(=O)NCc2nc3ccccc3[nH]2)cc1OC | 102 | 0 | 8 | . | 8 | 100 | 108 | 104 | 102 | 103 | 0.0
CCC(=O)Nc1ccc(OCc2nc3ccccc3s2)cc1 | 96 | -1 | 36 | . | 11 | 98 | 98 | 101 | 100 | 100 | -0.4
CN(C)Cc1ccc(F)cc1Sc1ccc(Cl)cc1Cl | 97 | 9 | 11 | . | 8 | 97 | 98 | 98 | 96 | 94 | 0.8
COc1ccccc1N1CCN(C(=S)Nc2ccc3nc(N4CCOCC4)cc(C)c3c2)CC1 | 93 | 18 | 13 | -18 | 20 | 94 | 97 | 93 | 92 | 94 | 3.6
CNS(=O)(=O)c1ccc(OC)c(-c2nnc3c4ccccc4c(C)nn23)c1 | 97 | 1 | 4 | . | 11 | 104 | 102 | 105 | 104 | 103 | 0.3
O=C(Cc1ccccc1)NC(=S)Nc1cc(C(F)(F)F)ccc1Cl | 96 | 1 | 5 | 8 | 29 | 96 | 96 | 98 | 98 | 98 | 0.0
C=CCn1c(=O)c(C(=O)Nc2ccccc2C(=O)OCC)c(O)c2ccccc21 | 95 | 1 | 10 | -10 | 34 | 95 | 96 | 98 | 95 | 97 | 0.1
CCn1cc(C(=O)N2CCc3ccccc3C2)c(=O)c2cc(S(=O)(=O)N3CCCCC3)ccc21 | 102 | 13 | 8 | -5 | 14 | 104 | 118 | 112 | 107 | 108 | 0.0
CCOc1ccc(N/C=C/C(=O)c2ccccc2)c([N+](=O)[O-])c1 | 94 | 42 | -8 | -1 | 10 | 95 | 99 | 98 | 95 | 95 | 1.3
NC(=O)c1sc2nc3c(c(-c4ccco4)c2c1N)CCC3 | ? | 8 | 25 | 24 | 34 | ? | ? | ? | ? | ? | 0.8

# Following part.
structure | Rab7 wt GTP bind | ABCG2 inh | Mcl1-Noxa inh | Pf gametocyte | Avidin bead fluor | Rac1 mut GTP | Rac1 wt modul | Cdc42 wt | Rab2A wt mod | HRas wt GTP | ABCB1 inh
Cc1ccc(S(=O)(=O)N2CCC(=O)N2)cc1 | 102 | 1 | 4 | . | 10 | 102 | 104 | 105 | 105 | 103 | 0.0
COCC(=O)N(Cc1cc2cc(OC)ccc2[nH]c1=O)c1ccccc1OC | 102 | 0 | 12 | . | 35 | 99 | 96 | 97 | 98 | 99 | 0.0
O=c1c(-c2ccnn2-c2ccc(F)cc2)cnc2n1CCS2 | 100 | 0 | -5 | . | 9 | 100 | 107 | 102 | 103 | 103 | 0.0
COCCOC(=O)CSc1ncccc1-c1nc2cc(C)c(C)cc2[nH]1 | 107 | 0 | 12 | 3 | 25 | 98 | 99 | 96 | 99 | 100 | -0.2
CC(=O)OCc1c(C(F)(F)F)nn(C)c1Oc1cccc(C(F)(F)F)c1 | 101 | 4 | 2 | 7 | 12 | 101 | 100 | 98 | 100 | 99 | 1.0
COc1ccccc1Cc1nc(-c2ccncc2)no1 | 109 | 0 | -8 | -5 | 18 | 104 | 103 | 104 | 108 | 107 | 0.1
CCN(CC)S(=O)(=O)c1ccc(NC(=O)CSc2nnc(-c3ccc(F)cc3)o2)cc1 | 103 | 42 | -21 | . | 13 | 97 | 108 | 99 | 98 | 102 | 0.5
COc1ccc(C2CC3(CC(C)(C)NC(=S)N3)Oc3cc(O)cc(C)c32)cc1 (stereo unspecified) | 98 | 2 | 2 | 6 | 12 | 99 | 104 | 100 | 99 | 102 | 0.8
CC1=CC(C)(C)N2C(=O)C3(N=C(N)NC(Nc4ccccc4)=N3)c3cc(C)cc1c32 (stereo unspecified) | 99 | 2 | 3 | -12 | 10 | 99 | 101 | 99 | 98 | 100 | 0.3
N#Cc1c(-c2ccccc2)nc(SCC(=O)Nc2ccccc2F)[nH]c1=O | 91 | -4 | 7 | . | 4 | 90 | 90 | 92 | 87 | 91 | -0.8

# Six entries from above, with values under each structure:
# Every second line gives: Rab7 wt GTP bind | ABCG2 inh | Mcl1-Noxa inh | Pf gametocyte | Avidin bead fluor | Rac1 mut GTP | Rac1 wt modul | Cdc42 wt | Rab2A wt mod | HRas wt GTP | ABCB1 inh
COCCOC(=O)CSc1ncccc1-c1nc2cc(C)c(C)cc2[nH]1
 : 107 | 0 | 12 | 3 | 25 | 98 | 99 | 96 | 99 | 100 | -0.2
CC(=O)OCc1c(C(F)(F)F)nn(C)c1Oc1cccc(C(F)(F)F)c1
 : 101 | 4 | 2 | 7 | 12 | 101 | 100 | 98 | 100 | 99 | 1.0
COc1ccccc1Cc1nc(-c2ccncc2)no1
 : 109 | 0 | -8 | -5 | 18 | 104 | 103 | 104 | 108 | 107 | 0.1
CCN(CC)S(=O)(=O)c1ccc(NC(=O)CSc2nnc(-c3ccc(F)cc3)o2)cc1
 : 103 | 42 | -21 | . | 13 | 97 | 108 | 99 | 98 | 102 | 0.5
COc1ccc(C2CC3(CC(C)(C)NC(=S)N3)Oc3cc(O)cc(C)c32)cc1 (stereo unspecified)
 : 98 | 2 | 2 | 6 | 12 | 99 | 104 | 100 | 99 | 102 | 0.8
CC1=CC(C)(C)N2C(=O)C3(N=C(N)NC(Nc4ccccc4)=N3)c3cc(C)cc1c32 (stereo unspecified)
 : 99 | 2 | 3 | -12 | 10 | 99 | 101 | 99 | 98 | 100 | 0.3
